IMPase inh: IMPase inhibition in cells. P97697. CHO-M1 cells, IP1 accumulation, HTRF TR-FRET ratio. inhibition (IP1 accumulation), % at 46.1 µM. 120,000 tested, under 10 active. AID 901; active = well fitted curve in the direction sought with a large enough effect in the signal ratio, not every such curve was filed as active; inconclusive = small, poorly fitted or top-dose-only effect, or a change in a side signal; inactive = no such curve, though single readings can be large or run the other way; the % refers to the signal ratio;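 note: cells stimulated with carbachol in lithium chloride buffer; plate controls were DMSO basal wells for no effect and reference inhibitor wells for full effect; higher means more IMPase inhibition seen as more IP1 and lower FRET ratio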
Target sequence (P97697 whole entry, looked up): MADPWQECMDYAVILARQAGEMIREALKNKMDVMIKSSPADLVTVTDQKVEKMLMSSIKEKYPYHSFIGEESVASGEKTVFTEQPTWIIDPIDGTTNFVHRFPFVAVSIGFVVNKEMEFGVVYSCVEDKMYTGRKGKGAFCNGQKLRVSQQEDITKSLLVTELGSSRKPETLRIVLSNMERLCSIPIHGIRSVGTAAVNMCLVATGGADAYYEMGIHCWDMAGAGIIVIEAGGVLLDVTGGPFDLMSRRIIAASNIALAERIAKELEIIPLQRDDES
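CHO-M1 cells (CHO stably expressing M1 receptor), compound up to 46 uM final, stimulated with carbachol (50 uM as added) in buffer with 50mM LiCl, pH 7.4, 30 min at 37C. Cytosolic IP1 read by TR-FRET; AC50 from Hill fits.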
15-hLO-2 inh: 15-hLO-2 (ALOX15B) enzyme inhibition. purified 15hLO-2, xylenol orange hydroperoxide absorbance. Potency, µM (doses to about 57.1 µM), without a hit: top-dose activity change, negative = inhibition, actives largely listed as inhibitors. actives 0.56% (n = 110,000). AID 881; note: potency is the fitted concentration of half-maximal effect; nearly all actives have a fitted effect of over 60% in size; many of its hits are not listed in these tables
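Read-out: hydroperoxide product oxidises ferrous iron, measured as xylenol orange complex via the 573-to-405 nm absorbance ratio after 30 min. Reaction: 50 nM enzyme, 15 min compound preincubation, 45 uM arachidonic acid, 90 min RT, Hepes pH 7.5 with Triton X-100.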
12-hLO inh: inhibitors of human 12-lipoxygenase (ALOX12) | actives 0.12% (n = 150,000) | Potency, µM (titrated, usually from 57.1 µM), inactives show at the highest dose activity change, negative = inhibition, most hits filed as inhibitors | purified 12-hLO, xylenol orange hydroperoxide absorbance | AID 1452 | P18054; note: potency is the fitted concentration of half-maximal effect; nearly all actives have a fitted effect of over 55% in size; many of its hits are not listed in these tables
Target sequence (P18054 whole entry, looked up): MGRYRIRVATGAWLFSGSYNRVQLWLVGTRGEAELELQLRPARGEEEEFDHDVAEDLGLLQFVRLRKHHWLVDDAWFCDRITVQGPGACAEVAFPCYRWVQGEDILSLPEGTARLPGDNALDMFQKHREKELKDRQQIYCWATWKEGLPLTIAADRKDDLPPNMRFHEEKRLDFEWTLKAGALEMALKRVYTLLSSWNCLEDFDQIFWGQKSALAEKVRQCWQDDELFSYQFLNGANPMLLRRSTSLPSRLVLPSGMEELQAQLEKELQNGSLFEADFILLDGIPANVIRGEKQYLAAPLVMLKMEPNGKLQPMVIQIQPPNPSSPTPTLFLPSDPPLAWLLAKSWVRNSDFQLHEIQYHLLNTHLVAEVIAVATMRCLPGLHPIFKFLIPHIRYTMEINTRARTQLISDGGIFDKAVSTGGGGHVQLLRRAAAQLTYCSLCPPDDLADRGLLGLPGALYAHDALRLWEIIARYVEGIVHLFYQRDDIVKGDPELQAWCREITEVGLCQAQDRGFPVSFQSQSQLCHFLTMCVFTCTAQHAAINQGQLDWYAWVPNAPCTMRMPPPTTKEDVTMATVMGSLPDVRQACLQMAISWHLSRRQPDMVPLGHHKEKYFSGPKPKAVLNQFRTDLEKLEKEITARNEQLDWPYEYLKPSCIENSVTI
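150 nM 12hLO, 25 mM Hepes pH 7.0 + 0.01% Triton X-100; cpd preinc 15 min RT; 40 uM arachidonic acid, 30 min RT; Fe-XO 30 min; A573/A405 ratio as read-out.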
PNC inhibitor: blocks assembly of the perinucleolar compartment | actives 3.1% (n = 140,000) | PC3M PTB-GFP, PNC prevalence imaging, 16 h; stronger effect = lower value | activity change (PNC), negative = inhibition, % at 10 µM | AID 2417;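 active = readout at or below -70, meaning at least 70% loss of cells showing the perinucleolar compartment, a nuclear body marking cancer cells; inconclusive = readout between -30 and a set limit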;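 note: plate controls were DMSO wells for no effect and camptothecin positive control wells for full effect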
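PC3M cells stably expressing PTB-GFP, 750–1000 cells/well, treated 16 h at 37 °C with compound (23 nl of library stock), in duplicate. After paraformaldehyde fixation and Hoechst stain, imaged at 20x; PNC prevalence scored by image analysis.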
* hit, by the source's call; u = inconclusive; x = not tested or not shown; [ ] = dose if it differs, or a comment. Unless noted, calls come from the whole dose curve; as a rule, active = well fitted curve in the direction sought with a large enough effect; inconclusive = small, poorly fitted or top-dose-only effect, or another doubt; inactive = no such curve, though single readings can be large; an effect the other way counts as inactive or inconclusive. Unless noted, % is set by controls: 0 for no effect and ±100 for the full control effect. These rows are one share of the data (hit frequency here may not be typical).

Short keys: A = IMPase inh; B = 15-hLO-2 inh; C = 12-hLO inh; D = PNC inhibitor
> CC1(C)C2CC=C(/C=N/NC(=O)c3ccccc3Br)C1C2 (centres undefined)
  A = 0; B = x; C = -1%; D = -21
> C[C@H]1OC(OC2C(O)[C@@H](O)C(OC3C(O)[C@@H](O)C(O)O[C@@H]3CO)O[C@@H]2CO)[C@H](O)C(O)C1N[C@H]1C=C(CO)[C@@H](O)[C@H](O)C1O (some centres undefined)
  A = x; B = -2%[0.0915 µM]; C = -1%[0.00818 µM]; D = x
> COc1ccc2nc(N/C(N)=N/C(=S)Nc3cccc(C)c3)nc(C)c2c1
  A = 2; B = x; C = u; D = 20
> COc1ccc(/C=N\NC(=O)COc2ccccc2)c(C(=O)O)c1OC
  A = -2; B = x; C = 2%; D = u
> CCn1ncc(Cl)c1C(=O)NC(C)c1ccccc1 (centres undefined)
  A = -2[1.84 µM]; B = 8%[11.4 µM]; C = 5%; D = 25
> COCCNc1nc(C)nc2c1nc(-c1ccccc1)n2C1CCN(Cc2ccccc2)C1 (centres undefined)
  A = x; B = 36%[activator]; C = -2%; D = x
> c1ccc2c(c1)Oc1ccccc1S2
  A = x; B = 3%; C = -1%; D = x
> Cc1cc(C)c2c(c1)SC1=NC(c3ccccc3)(C(F)(F)F)NC(=O)N12 (centres undefined)
  A = u; B = -19%; C = -2%; D = -28
> O=C(NC(NNc1ccc([N+](=O)[O-])cc1)(C(F)(F)F)C(F)(F)F)c1ccc(F)cc1
  A = x; B = x; C = -12%; D = -20
> CC(C)OCCCn1c(=S)[nH]c2cc3c(cc2c1=O)OCO3
  A = 8; B = -5%; C = -9%; D = 8

Further results follow:
Short keys: A = IMPase inh; B = 15-hLO-2 inh; C = 12-hLO inh; D = PNC inhibitor
> Cc1ccc(CNC(=O)c2ccc([N+](=O)[O-])o2)cc1
  A = 5; B = 2%; C = -12%; D = u
> Cc1ccc(S(=O)(=O)CNC(=O)c2ccccc2)cc1
  A = 4; B = 5%; C = -2%; D = 68
> Cc1ccc(NC(=O)c2c(C)noc2C)cc1
  A = -4; B = -3%; C = 2%; D = -1
> O=C(CC12CC3CC(CC(C3)C1)C2)N/N=C/c1ccncc1
  A = x; B = x; C = -3%; D = 8
> CCCCn1c(SCC(=O)c2ccc3c(c2)OCCO3)nnc1-c1ccco1
  A = 5; B = -2%; C = -5%; D = 26
> COC(=O)c1ccc(N2CCN(CC(=O)c3ccc(-c4ccccc4)cc3)CC2)c([N+](=O)[O-])c1
  A = 10; B = -14%; C = -4%; D = 23
> CN(CC(=O)Nc1cccc2c1CCCC2)S(=O)(=O)c1ccccc1
  A = 4; B = 1%; C = 5%; D = 67
> Nn1c(SCC(=O)Nc2ccc3c(c2)OCO3)nnc1-c1ccncc1
  A = u; B = 2%; C = -5%; D = 34
> O=C1CCCc2ccccc2N1Cc1cccc(Cl)c1
  A = 6; B = 5%; C = -2%; D = 14
> CCOC(=O)c1cnn(CC2CCCCC2)c1N
  A = 20; B = -26%; C = -7%; D = -3

Only PNC inhibitor, 15-hLO-2 inh and IMPase inh (3 entries from above):
compound	PNC inhibitor	15-hLO-2 inh	IMPase inh
CN(CC(=O)Nc1cccc2c1CCCC2)S(=O)(=O)c1ccccc1	67	1%	4
Nn1c(SCC(=O)Nc2ccc3c(c2)OCO3)nnc1-c1ccncc1	34	2%	u
Cc1ccc(NC(=O)c2c(C)noc2C)cc1	-1	-3%	-4

Continued.
Short keys: A = IMPase inh; B = 15-hLO-2 inh; C = 12-hLO inh; D = PNC inhibitor
> O=S(=O)(Nc1ccc2c(c1)CCC2)c1cccs1
  A = 6; B = -6%; C = -5%; D = -1
> O=C(NC1CCCCC1)N1CCCC(c2nc(-c3ccc(S(=O)(=O)N4CCCC4)cc3)no2)C1 (centres undefined)
  A = -4; B = -15%; C = 1%; D = -2
> O=C(c1cc(-c2ccncc2)nc2ccccc12)N1CCN(S(=O)(=O)/C=C/c2ccccc2)CC1
  A = 7; B = 54%[activator]; C = -7%; D = u
> CC(C)CNC(=O)CC(=O)N/N=C/c1ccc(Br)cc1
  A = 11; B = -11%; C = 1%; D = 28
> O=C(Nc1ccccc1C(=O)N1CCOCC1)c1noc2c1CCCC2
  A = 2; B = -1%; C = 5%; D = u
> Cc1ccc2c(c1)C(N1CCCC1=O)CC(c1ccco1)N2 (centres undefined)
  A = 0; B = u; C = -10%; D = 2
> O=C(/C=C/c1ccccc1)NC(NC(=S)Nc1ccc(Cl)cc1)C(Cl)(Cl)Cl (centres undefined)
  A = 11; B = -20%; C = -5%; D = u
> CCC(=O)Nc1ncc2c(n1)CC(c1ccco1)CC2=O (centres undefined)
  A = -6; B = x; C = -4%; D = u
> Cc1ccccc1-n1c(SCC(=O)c2cc(C)n(C)c2C)nnc1-c1cccnc1
  A = 5; B = 4%; C = 1%; D = -5
> CCOC(=O)Nc1cccc2ccccc12
  A = 6; B = -2%; C = 2%; D = -11

Further entries follow.
Short keys: A = IMPase inh; B = 15-hLO-2 inh; C = 12-hLO inh; D = PNC inhibitor
> CCCc1nc(SCC(=O)N2CCN(c3ccccc3)CC2)c2c(=O)n(C)c(=O)n(C)c2n1
  A = -11; B = x; C = 4%; D = -13
> COc1ccc(-c2noc(N3CCC(C(=O)N4CCN(c5ccccn5)CC4)CC3)n2)cc1
  A = 0; B = 2%; C = -2%; D = u
> COc1ccc(/C(O)=C2/C(=O)C(=O)N(CCCN(C)C)C2c2cccnc2)cc1 (centres undefined)
  A = -9; B = -7%; C = -9%; D = 17
> CC(C)Oc1cccc(C(=O)NC(=S)N2CCN(c3ccc(C(F)(F)F)cc3[N+](=O)[O-])CC2)c1
  A = 1; B = -21%; C = u; D = u
> COc1cccc(NC(=O)C2CCCCC2)c1
  A = 2; B = x; C = 9%; D = 329
> CC(C)(C)c1ccc(C(=O)Nc2ccc([N+](=O)[O-])cn2)cc1
  A = x; B = x; C = -1%; D = 30
> CCN1CCN(c2nc3c(c(=O)n(C)c(=O)n3C)n2CCSc2ncccn2)CC1
  A = -13; B = -2%; C = -1%; D = -17
> Cc1cc(N2CCN(c3ccc([N+](=O)[O-])c4cccnc34)CC2)c2ccccc2n1
  A = x; B = x; C = -1%; D = 59
> Cc1ccc(Cl)cc1N1CCN(S(=O)(=O)c2ccc3c(c2)OCCO3)CC1
  A = 5; B = -9%; C = 0%; D = u
> CN(C)Cc1ccccc1-c1ccc2ncnc(NCc3ccccc3)c2c1
  A = x; B = 55%[activator]; C = 1%; D = x

(next part)
Short keys: A = IMPase inh; B = 15-hLO-2 inh; C = 12-hLO inh; D = PNC inhibitor
> Cn1c(CSc2nc3ccccc3n2C)nc2ccccc21
  A = 1; B = 52%[activator]; C = 12%; D = u
> N#C/C(=C\c1ccc(OCc2ccc(C(=O)O)cc2)cc1)C(=O)N1CCOCC1
  A = x; B = x; C = 0%; D = u
> CCCNS(=O)(=O)c1cccn1-c1ncc(C(F)(F)F)cc1Cl
  A = -5; B = -1%; C = -7%; D = 28
> COc1ccc2nc(Nc3sc4c(c3C(N)=O)CCCC4)sc2c1
  A = -9; B = x; C = u; D = -9
> Cc1c(C(=O)N2CCN(S(C)(=O)=O)CC2)oc2ccccc12
  A = 7; B = -5%; C = -6%; D = -19
> CCCNC(=O)CNC(=S)N(Cc1cc(OC)c(OC)c(OC)c1)C1CCCC1
  A = 0; B = x; C = 0%; D = 11
> CCCCNc1nc(C)nc2c1nc(-c1ccccc1)n2CCN(C)C
  A = x; B = 50%[activator]; C = -4%; D = x
> Cn1cccc1/C=N/NC(=O)Cn1cnc2ccccc21
  A = 3; B = -2%; C = -6%; D = 76
> CCOC(=O)C(Cc1ccc(O)cc1)NC(=O)CNC(=O)C(CC(C)C)NC(=O)OC(C)(C)C (centres undefined)
  A = x; B = x; C = -2%; D = -13
> COC(=O)c1ccc(CSc2nnnn2-c2ccccc2)o1
  A = 3; B = -8%; C = 5%; D = -14

Continuation:
Short keys: A = IMPase inh; B = 15-hLO-2 inh; C = 12-hLO inh; D = PNC inhibitor
> Cc1ccccc1C(=O)Nc1cccc(-c2nnc(SCC(=O)O)n2C)c1
  A = -6; B = -5%; C = -3%; D = -18
> O=c1[nH]c2cc3c(cc2cc1CN(CCCO)Cc1nnnn1Cc1ccc(F)cc1)OCO3
  A = -16; B = 7%; C = -8%; D = 23
> CC(=O)Nc1ccc2nc(-c3ccc(Br)o3)[nH]c2c1
  A = x; B = x; C = 4%; D = 38
> CCCCCCC12CCC(C(=O)O)(CC1)CC2
  A = -2; B = x; C = 2%; D = -12
> CC(C)CNC(=S)N1CCN(C(c2ccccc2)c2ccccc2)CC1
  A = x; B = x; C = -3%; D = 15
> Cc1ccccc1OCc1nc2ccc(S(=O)(=O)N3CCOCC3)cc2[nH]1
  A = 0; B = -11%; C = 2%; D = -10
> Nc1ncnc2c1ncn2[C@H]1C[C@H](O)[C@@H](COP(=O)(O)O)O1
  A = x; B = x; C = -2%; D = -6
> Cc1ccccc1C(=O)NN(C)c1nc2ccccc2nc1C(F)(F)F
  A = 3; B = x; C = 9%; D = 31
> CCc1ccccc1NC(=O)CSc1nnc(Cn2nnc3ccccc32)n1C
  A = -5; B = x; C = 1%; D = 17
> Cn1sc(NC(=O)c2ccccc2)nc1=O
  A = -1; B = -4%; C = 0%; D = 45

(next part)
Short keys: A = IMPase inh; B = 15-hLO-2 inh; C = 12-hLO inh; D = PNC inhibitor
> CCCCNC(=S)Nc1ccccc1F
  A = 1; B = -13%; C = 6%; D = -10
> O=C(NCc1ccco1)Nc1ccc(Br)cc1Cl
  A = 4; B = 3%; C = -3%; D = u
> Cc1cc(N2CCN(C3CCCC3)CC2)n2ncc(-c3ccccc3)c2n1
  A = 6; B = 17%; C = 2%; D = -6
> Cc1nc2cnc(N3CCN(C)CC3)nc2n(Cc2cccs2)c1=O
  A = x; B = 15%; C = 4%; D = x
> O=S1(=O)C=CC(Nc2cccc(Cl)c2)C1 (centres undefined)
  A = 2; B = -1%; C = 0%; D = u
> CC(c1cccs1)N(C(=O)Nc1ccccc1)C1CCCCC1 (centres undefined)
  A = 2; B = -6%; C = -4%; D = 0
> Cn1c(OCc2cccnc2)nc2c1c(=O)n(Cc1ccc(Br)cc1)c(=O)n2C
  A = -4; B = 8%; C = -1%; D = 10
> CN(CCC#N)C(=O)COC(=O)c1ccc(CNS(=O)(=O)c2ccc(F)c(Cl)c2)cc1
  A = -2; B = x; C = 0%; D = u
> CSc1cc(C)n(-c2ccccc2)c(=S)c1C(C)=O
  A = -6; B = 0%; C = 0%; D = u
> CCn1cc(C(C)NC(=O)COc2ccc(Cl)cc2C)c(C)n1 (centres undefined)
  A = 2; B = -3%; C = -1%; D = -95*
> CCCn1c(C)cc(/C=C(\C#N)C(=O)O)c1C
  A = 5; B = x; C = -4%; D = -21
> O=C(Cn1cc2c(n1)CCCC2)NCCCN1CCN(C2CCCCC2)CC1
  A = -6; B = 3%; C = 5%; D = -1
> O=S(=O)(c1ccccc1)N1CCN(c2nc(-c3cccs3)nc3ccccc23)CC1
  A = x; B = x; C = 2%; D = u

Compound profiles (already shown). Order of screens: IMPase inh | 15-hLO-2 inh | 12-hLO inh | PNC inhibitor
`COc1ccc(/C=N\NC(=O)COc2ccccc2)c(C(=O)O)c1OC` is listed with -2 | x | 2% | u
`O=C(NC1CCCCC1)N1CCCC(c2nc(-c3ccc(S(=O)(=O)N4CCCC4)cc3)no2)C1` (centres undefined) is listed with -4 | -15% | 1% | -2
`COCCNc1nc(C)nc2c1nc(-c1ccccc1)n2C1CCN(Cc2ccccc2)C1` (centres undefined) is listed with x | 36%[activator] | -2% | x
`Cn1c(CSc2nc3ccccc3n2C)nc2ccccc21` is listed with 1 | 52%[activator] | 12% | u
`CCOC(=O)c1cnn(CC2CCCCC2)c1N` is listed with 20 | -26% | -7% | -3
